Screens deposited in PubChem by several laboratories.
CHT allo act: allosteric activators of human choline transporter CHT; Q9GZV3; CHT-expressing cells, membrane potential dye, choline EC20; active compounds read high; LV-AA mutant CHT in HEK293 cells; B-score at 10 µM; 310,000 tested, 0.49% active;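 active means initial fluorescence not abnormally high and integrated response B-score, plate-corrected, over 3 SD above library mean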
Target sequence (Q9GZV3 whole entry, looked up): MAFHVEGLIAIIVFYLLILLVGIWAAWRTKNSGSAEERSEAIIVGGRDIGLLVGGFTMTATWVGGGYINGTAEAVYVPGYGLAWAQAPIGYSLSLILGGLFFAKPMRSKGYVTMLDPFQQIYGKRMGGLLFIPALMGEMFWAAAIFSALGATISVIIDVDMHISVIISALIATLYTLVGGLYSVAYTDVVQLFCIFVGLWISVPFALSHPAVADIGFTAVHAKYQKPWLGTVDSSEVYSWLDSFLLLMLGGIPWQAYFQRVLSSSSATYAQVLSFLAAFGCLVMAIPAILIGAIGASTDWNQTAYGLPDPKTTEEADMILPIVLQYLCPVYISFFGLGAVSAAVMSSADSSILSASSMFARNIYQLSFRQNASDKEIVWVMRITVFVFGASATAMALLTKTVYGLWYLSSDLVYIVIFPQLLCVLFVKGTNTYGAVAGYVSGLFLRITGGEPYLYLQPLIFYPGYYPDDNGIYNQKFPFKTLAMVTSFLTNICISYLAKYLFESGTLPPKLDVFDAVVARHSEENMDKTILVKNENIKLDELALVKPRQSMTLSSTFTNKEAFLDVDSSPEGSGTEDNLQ
OX1R antag: antagonists of human orexin 1 receptor. O43613. CHO/OX1R cells, Fluo-8 calcium fluorescence, orexin A. inhibition, % at 5 µM. 330,000 tested, 0.43% active. AID 434989;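 active means inhibition above its plate's threshold, mean inhibition of all tested compounds on the plate plus 3 SD, cut at about 37% in these data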;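 further: 0% = orexin A challenge wells and 100% = SB-334867-A antagonist wells; not every result past the cut was called active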
Target sequence (O43613 whole entry, looked up): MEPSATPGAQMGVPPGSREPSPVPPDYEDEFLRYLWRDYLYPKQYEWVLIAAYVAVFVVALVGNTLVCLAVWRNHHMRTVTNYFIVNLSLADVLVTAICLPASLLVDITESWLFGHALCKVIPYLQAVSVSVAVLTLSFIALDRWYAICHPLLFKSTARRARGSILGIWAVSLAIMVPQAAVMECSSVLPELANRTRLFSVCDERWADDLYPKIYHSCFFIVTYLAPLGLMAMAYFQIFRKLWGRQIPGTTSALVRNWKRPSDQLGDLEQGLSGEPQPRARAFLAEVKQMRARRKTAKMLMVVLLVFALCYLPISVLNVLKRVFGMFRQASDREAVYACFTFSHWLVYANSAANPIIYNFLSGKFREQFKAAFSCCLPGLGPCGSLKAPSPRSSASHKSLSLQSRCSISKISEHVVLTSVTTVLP
The depositor's hits bear a star; i = inactive; . = no result given.

SMILES	CHT allo act	OX1R antag
O=C(NC(=O)c1ccccc1O)c1ccc(C(F)(F)F)cc1	i	9
COc1c(C)cccc1C(=O)Nc1cc(Cl)ccc1N1CCOCC1	i	-17
CNc1c(C(=O)O)ccc2c1C(=O)c1ccccc1C2=O	i	14
CC(C)(C)NC(=O)CSc1nnc(CN2CCCCCC2=O)n1-c1ccccn1	i	-8
Cc1ccc(S(=O)(=O)n2cccc2C)cc1	i	-10
Cn1c2ccccc2c2nnc(SCC(=O)NC3CC3)nc21	i	-7
COC(=O)c1cc(NCc2cccs2)ccc1N1CCOCC1	i	-3
COc1ccc2cc(/C=C3\SC(=S)NC3=O)c(N3CCOCC3)nc2c1	i	-15
COC(=O)c1c(C(C)=O)c(C)n(C)c1C	i	10
Cc1c(CCC(=O)O)c(=O)oc2cc(OCc3cccc(F)c3)ccc12	i	1
Nc1nonc1C(=O)NCCNCc1ccccc1OCc1ccc(F)cc1	i	-27
Cc1ccc2c(c1)N(CC(=O)Nc1ccc3c(c1)OCCO3)C(=O)CO2	i	-5

Some of the entries so far, bar-delimited:
mol | CHT allo act | OX1R antag
COc1c(C)cccc1C(=O)Nc1cc(Cl)ccc1N1CCOCC1 | i | -17
CNc1c(C(=O)O)ccc2c1C(=O)c1ccccc1C2=O | i | 14
CC(C)(C)NC(=O)CSc1nnc(CN2CCCCCC2=O)n1-c1ccccn1 | i | -8
Cc1ccc(S(=O)(=O)n2cccc2C)cc1 | i | -10
Cn1c2ccccc2c2nnc(SCC(=O)NC3CC3)nc21 | i | -7

Profiles, quoted from the list. Order of values: CHT allo act | OX1R antag
Profile of CC(C)(C)NC(=O)CSc1nnc(CN2CCCCCC2=O)n1-c1ccccn1 → i | -8
Profile of Cc1ccc(S(=O)(=O)n2cccc2C)cc1 → i | -10

Going on with the list:
SMILES	CHT allo act	OX1R antag
N#CC1=C(N)N(c2ccccc2)C2=C(C(=O)CCC2)C1c1ccccc1 (stereo not given)	i	-19
O=C(CSc1nc2ccc(Cl)cc2[nH]1)c1ccc2c(c1)OCO2	i	-30
CSc1nc(C)nc2c1c(=O)n(C)c(=O)n2C	i	-13
COCCNc1nc(-c2cc(C)c(C)cc2C)cs1	i	-27
COc1ccc(N(CC(O)CN2C(=O)NC(C)(C)C2=O)S(=O)(=O)c2ccc(C)cc2)cc1 (stereo not given)	i	-20
Cc1csc(N(C(=O)c2ccc(S(=O)(=O)N(C)C)cc2)c2ccccc2)n1	i	-12
O=C(CN1C(=O)NC2(CCCCC2)C1=O)Nc1nc2c(F)cc(F)cc2s1	i	-30
Cn1c(O)c(N=NC(=O)Cn2ccc(C(F)(F)F)n2)c2ccccc21	i	-9
CCCCN(C(=O)COC(=O)c1ccc(C=O)cc1)c1c(N)n(CCC)c(=O)[nH]c1=O	.	-8
COc1ccc(CCNC(=O)Cc2cccc(C(F)(F)F)c2)cc1OC	i	-13
CCOC(=O)c1cc2c(=O)n3ccccc3nc2n(CCCOC)c1=NC(=O)c1cccnc1	i	-2
COc1cc(/C=N/NC(=O)c2ccncc2)ccc1OC(=O)c1ccc([N+](=O)[O-])cc1	i	-16
COCC1CCCCC1OS(N)(=O)=O (stereo not given)	i	0
CCOCCCNC(=O)C1CCN(C(=O)Nc2ccc(Cl)cc2)CC1	i	16
O=C(CSc1ncccn1)NC1CCCc2ccccc21 (stereo not given)	i	-5
COC(C[C@H]1O[C@@H]1C(=O)[C@H](C)OCc1ccccc1)OC	i	-2
COc1ccc(Cl)cc1NC(=O)c1[nH]nc(OC)c1[N+](=O)[O-]	i	105*
Cc1cccc(CC(=O)Nc2ccc(C(=O)N3CCCCC3)cc2)c1	i	-14
CCCC(=Nc1ccccc1OC)C1=C(O)CC(c2ccccc2)CC1=O (stereo not given)	i	-4
Cc1ccc(C(=O)Cn2nnc(-c3ccccc3)n2)cc1	i	-19
COc1ccc(CC(=O)Nc2ccc(N3CCN(c4ccc(OC)cc4)CC3)c(C#N)c2)cc1	i	-10
O=c1[nH]c2ccccc2n1Cc1ccc(Cl)cc1	i	-11
CC(C)CCNC(=O)c1ccc(C2SCC(=O)N2Cc2ccco2)cc1 (stereo not given)	i	-38
COc1ccccc1Nc1nc(-c2sc(N)nc2C)cs1	i	-5

Part of the list above, with each value named.
Cc1ccc(C(=O)Cn2nnc(-c3ccccc3)n2)cc1
  CHT allo act = i
  OX1R antag = -19

COc1ccccc1Nc1nc(-c2sc(N)nc2C)cs1
  CHT allo act = i
  OX1R antag = -5

Cc1cccc(CC(=O)Nc2ccc(C(=O)N3CCCCC3)cc2)c1
  CHT allo act = i
  OX1R antag = -14

CCCC(=Nc1ccccc1OC)C1=C(O)CC(c2ccccc2)CC1=O (stereo not given)
  CHT allo act = i
  OX1R antag = -4

Next part.
SMILES	CHT allo act	OX1R antag
O=C(c1ccccc1)c1n[nH]c(-c2ccccc2)cc1=O	i	4
CCOc1ccc(C(=O)COC(=O)c2ccc(-n3cnnn3)cc2)cc1	i	-11
O=C(NCc1ccccn1)C1COc2ccccc2O1 (stereo not given)	i	-2
CCOC(=O)C(C)Sc1nc(=O)n2cc(C)ccc2n1 (stereo not given)	i	5
O=C(Cc1cccs1)NCc1ccc2c(c1)OCO2	i	2
CCOc1ccc(CNC(=O)Nc2ccccc2)cc1	i	-13
CCC1=C(OC(=O)N(CC)CC)N2C(=O)OC(=NCC3CC3)[C@]2(C)[C@H]2C1=CC[C@H]1C(=O)N(CC(=O)OC)C(=O)[C@H]12	i	-17
COC(=O)COc1cccc2c(=O)n(CC(=O)NCc3ccccc3)ccc12	i	-3
COC(=O)CSC1=C(C#N)C(=O)NC(c2ccccc2)S1 (stereo not given)	i	-5
COc1ccc(NC(=O)Nc2nc(C)cc(C)n2)c(OC)c1	i	-26
CC(=O)NC(CCCNC(=S)NC1CCCCC1)C(=O)O (stereo not given)	i	-9
O=C(CC(=O)Nc1ccc(F)cc1F)Nc1ccc(F)cc1F	i	-4
O=C(CC1OC(=O)c2ccccc21)NC1CCCCC1 (stereo not given)	i	-2
CSc1ccccc1NC(=O)COc1ccccc1Cl	i	-8
COCC(=O)Nc1c(C(=O)Nc2cccc(OC)c2)oc2ccccc12	i	-25
COc1ccc(NC(=O)c2cc3c(=O)n(C)c4ccccc4c3n2C)cc1OC	i	-21
O=C(Nc1cccc(F)c1)Nc1ccc2c(c1)C(=O)OC2	i	-12
O=S(=O)(c1ccc2ccccc2c1)N1CCN(C(=S)Nc2ccc(F)c(Cl)c2)CC1	i	-2
O=C1CC[C@@]23CCCN2C(=O)CCCC3C1 (stereo not given in full)	.	-13
CC1(C)Cc2c(sc(NC(=O)c3ccccc3)c2C(=O)O)CO1	i	-5
O=C(CCCn1nnnc1CN1CCOCC1)N1CCC(c2ccccc2Cl)C1 (stereo not given)	i	-11
CCSC(=O)N(CC)CC(=O)Nc1c(CC)cccc1CC	i	-11
CCOc1ccc(/C=C2\SC(=S)N(CC(=O)Nc3ccccn3)C2=O)cc1	i	-6
Clc1cc(NCc2ccccc2)ncn1	i	-8
Cc1ccn2cc(-c3ccc(NS(=O)(=O)c4ccccc4)cc3)nc2c1	i	-1
COc1ccc(-c2cccc(C3CC=CC4C3C(=O)N(Cc3ccccc3)C4c3ccc(OC)c(Cl)c3)c2)cc1 (stereo not given)	i	-20
Cc1cc(Nc2cccc(F)c2)nc(-c2ccccc2O)n1	i	14
COCCOc1cc(NC(=O)CS(=O)(=O)CC(=O)N(C)C)c(Cl)cc1Cl	i	-9
CCOc1ccc2oc(C(=O)OCC(=O)NC3CC3)c(C)c2c1	i	-5
CCc1nnc(NS(=O)(=O)c2ccc(N)cc2)s1	i	4
CSCCC(NC(=O)C12CC3CC(CC(C3)C1)C2)C(=O)OCC(=O)c1ccc(Cl)cc1 (stereo not given)	i	-15
CCCN(CCC)CCNC(=O)C1c2ccccc2C(=O)N(CCOC)C1c1ccc(F)cc1 (stereo not given)	i	-27
Cc1cccc(C(C)(C)C)c1OCCN1CCCC1	i	-17
CC(=O)c1ccc(NC(=O)C(C)Nc2ccc(Cl)cc2)cc1 (stereo not given)	i	-18
Cc1ccc(C(=O)COC(=O)c2cccc(NC(=O)c3ccc([N+](=O)[O-])cc3[N+](=O)[O-])c2)cc1	i	-4
Cn1c2ccccc2c(=O)c2ccc(C#CC3(O)CCCCC3)cc21	i	-2
COc1cccc(CC2CC(=O)N(c3ccc4c(C)cc(=O)oc4c3)C2=O)c1 (stereo not given)	i	-20
O=C(N/N=C/c1cc([N+](=O)[O-])cc([N+](=O)[O-])c1O)/C(=C\c1cccs1)NC(=O)c1ccccc1	i	-2
CCN(Cc1ccccc1)C(=O)C1CCN(S(=O)(=O)c2ccc3c(c2)OCCO3)CC1	i	-23
CCOc1ccccc1NC(=O)c1ccc2nccnc2c1	i	-25
CC(C)[C@H](NC(=O)c1ccccc1Br)C(=O)OCc1nc2ccsc2c(=O)[nH]1	i	-15
Cc1cccc(N=[N+]([O-])c2cccc(C)n2)n1	.	-7
CCN(CC)CCCNCC(=O)Nc1ccc(OC)c(Cl)c1	i	-13
COC(=O)CN1C(=O)C(O)(CC(=O)c2ccc(Br)cc2)c2ccccc21 (stereo not given)	i	-12
CCOc1ccc(CNC(=O)CCC(=O)N2CCSc3ccccc32)cc1	i	-10
O=C(CSc1cccc(C(F)(F)F)c1)NC(=O)NCc1ccco1	i	-15
Cc1noc(/C=C/N(C)C)c1S(=O)(=O)N1CCCC(C(=O)Nc2ccccc2F)C1 (stereo not given)	i	-6
C/C(=N\NC(=O)CSc1nc(C)cc(C)n1)c1cccc([N+](=O)[O-])c1	i	1
CSc1ccccc1NC(=O)Nc1ccccc1	i	-2
COc1cccc(OCc2cc(C(=O)N3CCN(C(=O)c4ccco4)CC3)no2)c1	i	-6
Clc1ccc(-c2cnc3n2CCCCC3)cc1	i	-5
COc1ccc(CCC(=O)N2CC(C)OC(C)C2)cc1 (stereo not given)	i	-17
C=CCC[C@H](Cc1ccc(F)cc1)C(=O)OC[C@@H](Cc1c[nH]c2ccccc12)NC(=O)[C@H](CC=C)CC(=O)NCCO	.	-13
COc1cccc(NC(=O)C2CCCN2C(=O)NC2CCCCC2)c1 (stereo not given)	i	4
CCOC(=O)CNC(=O)N1CCCC(C(=O)c2cc(C)c(OC)c(C)c2)C1 (stereo not given)	i	-3
CCOC(=O)CNC(=O)c1ccc(Cl)s1	i	-8
O=C(CN1C(=O)CCSc2ccccc21)Nc1ccc2c(c1)OCO2	i	-8
CCOC(=O)c1c(C)n(-c2ccc(C)cc2)c2c(CC(C)=O)c(Br)c(OC)c(O)c12	i	-21
O=C(Cc1ccccc1)Nc1ncccn1	i	-8
C#CCOCCOCCOCCNc1nc(N2CCN(C(=O)C([C@@H](C)O)n3cc([C@@H](N)CCCCN)nn3)CC2)nc(N2CCN(C(=O)[C@H](CCCCN)n3cc([C@@H](N)[C@H](C)CC)nn3)CC2)n1 (stereo not given in full)	.	-8

(next part)
SMILES	CHT allo act	OX1R antag
CC(Sc1nnc2ccccn12)C(=O)Nc1ccc(Cl)cn1 (stereo not given)	i	-2
CN(C)CCN(Cc1cc2cc3c(cc2[nH]c1=O)OCCO3)C(=S)NCC1CCCO1 (stereo not given)	i	-17
CC(C)(C)OC(=O)N1CCCN(C(=O)Nc2ccc(OC(F)(F)F)cc2)CC1	i	-21
O=C(Nc1nccs1)c1cc(-c2ccccn2)nc2c(Cl)cccc12	i	-33
COc1ccc(C(=O)C2CCCN(Cc3cccn3-c3nccs3)C2)cc1F (stereo not given)	i	-20
COc1ccc(Cl)cc1NC(=O)COC(=O)/C=C/c1c(C)nn(C2CCS(=O)(=O)C2)c1Cl (stereo not given)	i	32
CC(C)(C)N1NC2(CCCCC2)NC1=S	i	1
COc1ccc([N+](=O)[O-])cc1NC(=O)CCN1CCOCC1	i	-16
COc1ccc(N2CCc3c(C)nc4c(OC)cc(OC)cc4c32)cc1	i	-17
CCC(C)Sc1ccc([C@@H]2[C@@H]3C(=O)N(CC)C(=O)[C@@H]3[C@]3(C(=O)OC)CCCCN23)cc1OC (stereo not given in full)	.	-36
Cn1cc([N+](=O)[O-])c(C(=O)Nc2ccc(-c3nc4ccccc4[nH]3)cc2)n1	i	2
CCOc1ccc(C(=O)NN2C(=O)C3C4C=CC(O4)C3C2=O)cc1 (stereo not given)	i	-6
Cc1ccc(-c2nc(P(=O)(c3ccccc3)c3ccccc3)c(N3CCOCC3)o2)cc1	i	-26
O=C(NCCCNC(=O)NC1CCCCC1)NC1CCCCC1	i	1
O=C(Nc1cccc(NC(=O)c2ccccc2)n1)c1ccccc1	i	-26
Cc1ccccc1C(=O)Nc1ccccc1Sc1ccccc1	i	-28
COc1ccc(C2CC(c3ccc(Br)cc3)=NN2C(=O)CCC(=O)O)cc1OC (stereo not given)	i	-15
O=C(NCCCn1ccnc1)c1ccc(N2CCCCCC2)c([N+](=O)[O-])c1	i	-29
COc1ccc(NC(=O)CCCNC(=O)Cn2cnc3sc(C)c(C)c3c2=O)c(OC)c1	i	-9
Cc1cccc(NC(=O)CCOc2ccccc2)c1	i	-13
Cc1ccccc1NC(=O)c1cccc(C(=O)Nc2ccccc2C)c1	i	-34
C=CCNC(=O)C1CCN(c2cnccn2)CC1	i	-18
Cc1c(NC(=O)C2(C)CCCCC2)c(=O)n(-c2ccccc2)n1C	i	-10

Ordered by the number under OX1R antag (falling): 7 of the compounds above
compound | OX1R antag
COc1ccc(NC(=O)CCCNC(=O)Cn2cnc3sc(C)c(C)c3c2=O)c(OC)c1 | -9
Cc1c(NC(=O)C2(C)CCCCC2)c(=O)n(-c2ccccc2)n1C | -10
C=CCNC(=O)C1CCN(c2cnccn2)CC1 | -18
O=C(Nc1cccc(NC(=O)c2ccccc2)n1)c1ccccc1 | -26
Cc1ccccc1C(=O)Nc1ccccc1Sc1ccccc1 | -28
O=C(NCCCn1ccnc1)c1ccc(N2CCCCCC2)c([N+](=O)[O-])c1 | -29
Cc1ccccc1NC(=O)c1cccc(C(=O)Nc2ccccc2C)c1 | -34

Not a hit list. About 0.83% of those tested had a hit in this group.
